CHT allo act: CHT positive allosteric modulators, primary screen, cell-based, membrane potential dye, choline EC20; High affinity choline transporter 1 (Homo sapiens), Q9GZV3; CHT-expressing cells; stronger effect = higher value; LV-AA mutant CHT in HEK293 cells; B-score at 10 µM; hit rate 0.49% among 310,000; AID 488977, 2010;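 active means initial fluorescence not abnormally high and integrated response B-score, plate-corrected, over 3 SD above library mean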
Target sequence (Q9GZV3 whole entry, looked up): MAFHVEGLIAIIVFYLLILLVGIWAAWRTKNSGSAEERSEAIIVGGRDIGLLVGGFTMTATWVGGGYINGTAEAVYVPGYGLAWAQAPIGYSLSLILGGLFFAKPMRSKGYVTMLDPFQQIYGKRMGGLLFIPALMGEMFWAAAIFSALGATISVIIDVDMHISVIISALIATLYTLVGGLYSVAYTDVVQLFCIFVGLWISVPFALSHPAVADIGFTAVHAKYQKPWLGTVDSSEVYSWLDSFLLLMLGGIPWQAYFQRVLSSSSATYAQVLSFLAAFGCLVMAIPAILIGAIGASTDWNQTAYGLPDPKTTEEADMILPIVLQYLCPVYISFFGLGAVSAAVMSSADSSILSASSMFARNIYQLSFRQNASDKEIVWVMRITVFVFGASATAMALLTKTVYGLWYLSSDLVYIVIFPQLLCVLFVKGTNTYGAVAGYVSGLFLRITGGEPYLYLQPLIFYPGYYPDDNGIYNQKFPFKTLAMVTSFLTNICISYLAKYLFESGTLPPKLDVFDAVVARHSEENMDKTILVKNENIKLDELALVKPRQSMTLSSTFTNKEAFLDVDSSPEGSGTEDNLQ
OX1R antagonist: OX1R (HCRTR1) antagonists, primary screen, fluorescence, CHO/OX1R cells, Fluo-8 calcium, orexin A; Orexin/Hypocretin receptor type 1 (Homo sapiens), O43613; Fluo-8 calcium fluorescence; inhibition, % at 5 µM; hit rate 0.43% among 330,000; AID 434989, 2010;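 active means inhibition above its plate's threshold, mean inhibition of all tested compounds on the plate plus 3 SD, cut at about 37% in these data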;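 further: 0% = orexin A challenge wells and 100% = SB-334867-A antagonist wells; not every result past the cut was called active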
Target sequence (O43613 whole entry, looked up): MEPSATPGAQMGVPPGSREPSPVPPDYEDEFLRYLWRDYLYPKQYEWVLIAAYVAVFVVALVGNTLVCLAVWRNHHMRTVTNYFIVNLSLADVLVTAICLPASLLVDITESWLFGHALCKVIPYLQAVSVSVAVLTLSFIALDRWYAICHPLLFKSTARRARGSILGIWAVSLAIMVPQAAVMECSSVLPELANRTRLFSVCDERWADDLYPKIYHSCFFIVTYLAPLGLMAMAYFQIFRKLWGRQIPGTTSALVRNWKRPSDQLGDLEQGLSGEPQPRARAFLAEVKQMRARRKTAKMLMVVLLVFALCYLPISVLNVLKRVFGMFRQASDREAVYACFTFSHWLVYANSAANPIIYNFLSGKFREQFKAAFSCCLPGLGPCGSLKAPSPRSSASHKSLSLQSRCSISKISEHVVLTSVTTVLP
* hit, by the source's call; i = inactive; · = not tested or not shown.

SMILES	CHT allo act	OX1R antagonist
COc1ccc(OCCC(=O)OCC(=O)Nc2ccc(S(=O)(=O)N3CCOCC3)cc2)cc1	i	-37
COc1ccc(C2SC[C@@H](C(=O)O)N2C(C)=O)cc1 (some centres not stated)	i	-12
Fc1cc(F)c2nc(N3CCCCC3)sc2c1	i	-14
CN(C(=O)CC1C(=O)NCCN1Cc1cccc(F)c1F)C1CC(C)(C)NC(C)(C)C1 (configuration not stated)	i	11
Cc1cc(C)nc(NC(=O)c2c(Cl)cccc2Cl)n1	i	-19
Cn1c(-c2sccc2OCc2ccc(Cl)cc2Cl)n[nH]c1=S	i	-14
O=C(/C=C/c1ccco1)NCC1(c2ccccc2)CCCC1	i	-24
OCc1cn(-c2ccc(Cl)cc2)nn1	i	-16
Cc1nc(SCCOc2ccccc2F)[nH]c(=O)c1Cc1ccccc1	i	4
CN(CC(=O)N1CCc2ccccc2C1)c1ccccc1	i	5
COc1ccc(C(=O)c2oc3ccccc3c2NC(C)=O)cc1	i	-13
CCOC(=O)CS(=O)(=O)c1ccc(C(F)(F)F)cn1	i	-18
COc1ccccc1C(=O)NC(=O)CSc1nncn1C	i	1
CCOC(=O)C(C(=O)OCC)c1cc(Br)c2noc3c2c1C(=O)c1ccccc1-3	i	43
CN(CCOc1ccccc1)C(=O)C1CCC(=O)N(CCN2CCOCC2)C1 (configuration not stated)	i	-11
CCCc1cc(=O)[nH]c(SCC(=O)N(CCOC)c2c(N)n(Cc3ccccc3)c(=O)[nH]c2=O)n1	i	5
Cc1ccc(NCC(=O)c2ccccc2)cc1Cl	i	-16
O=C(CN1C(=O)c2ccccc2C1=O)OCC(=O)c1ccc(F)cc1	i	-1
COc1ccc(OC)c(/C=C/C(=O)OCC(=O)NCc2cccs2)c1	·	-27
O=C(O)CSc1nnc(C2COc3ccccc3O2)n1-c1ccccc1 (configuration not stated)	i	-8
CC(=O)c1cccc(N=C2NC(=O)C(CO)(CO)S2)c1	i	-4
Cc1ccccc1CN(C)CC(=O)Nc1ccccc1Oc1ccccc1	i	-45
Cc1ccc(NC(=O)COC(=O)c2cccc3c(=O)c(C)c(-c4ccccc4)oc23)cc1	i	-23
CC1CN(c2oc(Cc3cccc4ccccc34)nc2C#N)CC(C)O1 (configuration not stated)	i	-8
CC(=O)c1cn(CC(=O)Nc2ccc(C)cc2)c2ccccc12	i	-10

Further records:
SMILES	CHT allo act	OX1R antagonist
CCCC(CCC(=O)Nc1nccs1)C(=O)O (configuration not stated)	i	-13
COC(=O)N/N=C/c1c(C)cc(C)cc1C	i	-3
CCCOc1ccc(/C=N/Nc2ccccn2)cc1OC	i	-28
COc1ccc(COC(=O)C2=C(C)NC(=O)NC2c2ccc(F)cc2)cc1 (configuration not stated)	i	-28
COC(=O)c1cccc(Cn2c(Cl)c(/C=N/NC(=O)c3ccccc3Cl)sc2=O)c1	i	-16
CCCCCCn1c(=O)c(Cc2ccccc2)c(O)c2ccccc21	i	-18
O=C1CCCN1c1ccc(C(=O)N(Cc2nnc(-c3ccccc3Cl)o2)C2CC2)cc1	i	-19
CN(C)S(=O)(=O)c1ccc(S(=O)(=O)NCc2cccs2)cc1	i	-7
COc1ccc2nc3oc(C(=O)Nc4ccc(OC)c(OC)c4)cc3cc2c1	i	-11
Nc1ncnc2c1ncn2[C@@H]1O[C@H](CNCC(O)CO)[C@@H](O)[C@H]1O (some centres not stated)	·	10
N#Cc1ccc(C(c2nnnn2CCc2ccccc2)N2CCCCCC2)cc1 (configuration not stated)	i	-45
Cc1ccc(CSc2nn3c(=O)c(C)nnc3s2)cc1	i	-31
CC(NC(=O)COC(=O)c1ccc(OCC2CCCO2)cc1)c1ccccc1Cl (configuration not stated)	·	0
CC(C)CNC(=O)C1CCN(c2ccc(S(=O)(=O)N3CCOCC3)cc2[N+](=O)[O-])CC1	i	-2
Cc1cccc(-n2c(-c3cccc([N+](=O)[O-])c3)nc3nc4ccccc4nc32)c1	i	-14
O=C(O)/C(=C\c1ccc2ccccc2c1)c1cccc2ccccc12	i	-15
O=C(Cn1nc(C(=O)O)c2ccccc2c1=O)Nc1cccc(S(=O)(=O)N2CCOCC2)c1	·	9
Cn1c(SCC(=O)N2CCN(c3cccc(Cl)c3)CC2)nnc1-c1ccncc1	i	-7
CC1(C)Nc2ccccc2C(=O)N1NC(=O)c1ccccc1	i	-21
CN1C(=O)c2ccc(S(=O)(=O)c3ccc(C(=O)O)cc3)cc2C1=O	i	20
COc1cnc(-c2ccccc2)nc1Oc1ccc(C(C)(C)C)cc1	i	-54
CCCOc1cccc(C2C(C(=O)c3ccco3)=C(O)C(=O)N2CCCn2ccnc2)c1 (configuration not stated)	i	-9
CCOC(=O)c1c(N)n[nH]c1-c1ccccc1	i	-4
CCOC(=O)C1=C(C)N(C)C(=S)NC1c1cc(OC)ccc1OC (configuration not stated)	i	-24
CCOC(=O)c1c(-c2ccc(OC)cc2)cn2ccccc12	i	-15

Pulled one by one from above:
SMILES	CHT allo act	OX1R antagonist
CCOC(=O)C1=C(C)N(C)C(=S)NC1c1cc(OC)ccc1OC (configuration not stated)	i	-24
O=C(Cn1nc(C(=O)O)c2ccccc2c1=O)Nc1cccc(S(=O)(=O)N2CCOCC2)c1	·	9
Cc1ccc(CSc2nn3c(=O)c(C)nnc3s2)cc1	i	-31

(cont.)
SMILES	CHT allo act	OX1R antagonist
O=C(O)c1ccc(-n2[nH]c3c(c2=O)CCCC3)cc1	i	-19
O=c1[nH]c2ccc(NC(=S)Nc3ccc(F)cc3)cc2[nH]1	i	-6
CCOC(=O)C1CCN(S(=O)(=O)c2cc(Br)cc3c2N(C(C)=O)C(C)C3)CC1 (configuration not stated)	i	-12
CCCS(=O)(=O)c1c(S(=O)(=O)CCC)c2cnccn2c1C(=O)c1ccc(OC)cc1	i	-40
Cc1ccc(Nc2nc(N)c([N+](=O)[O-])c(N3CCOCC3)n2)cc1C	i	-37
O=C(COC(=O)/C=C/C(=O)OCC(=O)Nc1ccccc1F)Nc1ccccc1F	i	-3
Cn1c2cc(Br)sc2c2cnn(Cc3c(F)cccc3Cl)c(=O)c21	·	-6
CCc1ccc(NC(=O)CCc2c(C)nn(-c3ccc(N4CCOCC4)nn3)c2C)cc1	i	2
S=c1[nH]nc(COc2ccccc2)n1/N=C/c1ccc(Cl)c(Cl)c1	i	1
Cc1cc(C)n2nc(C(=O)OCC(=O)c3c[nH]c4ccccc34)nc2n1	i	-16
C[C@H]1CCC(=O)N([C@H](CSc2ccc(Br)cc2)Cc2ccccc2)CC1	·	-8
COc1c(OC2OC(C(=O)O)C(O)C(O)C2O)cc(O)c2c(=O)cc(-c3ccccc3)oc12 (configuration not stated)	i	2
CCOc1ccc(-c2cc(CCCC(=O)N3CCN(c4ccc(OC)cc4)CC3)no2)cc1	i	-28
Cc1csc(C(=O)O)c1-n1cccc1	i	-1
C=CCn1c(SCC(=O)Nc2ncc(Cc3cc(C(F)(F)F)ccc3Cl)s2)nnc1-c1ccncc1	i	-18
COc1ccc(OC)c2c1nc1n2CCS1	i	-4
COc1ccc(S(=O)(=O)N2CCC(C(=O)Nc3c(F)cccc3F)CC2)cc1	i	-6
CC1CCN(C(=O)C2Cc3ccccc3CN2S(=O)(=O)c2ccc(F)cc2)CC1 (configuration not stated)	i	-14
O=C(Oc1c(CN2CCOCC2)cc(Cl)c2cccnc12)c1ccccc1	i	-11
O=C(NC1CCCC1)c1ccc(CSCc2ccccc2F)o1	i	-1
CCN(CC)C(=O)CC(c1ccccc1)c1ccco1 (configuration not stated)	i	-25
Fc1cc(F)c(NC(=S)N2CCOCC2)c(F)c1	i	-6
Cc1ccc(C(=O)NNC(=O)C2CCN(c3nc(C)cc(C)n3)CC2)cc1	i	-11
O=C(CSc1n[nH]c(=O)[nH]c1=O)Nc1ccccc1C(=O)c1ccccc1	i	-17
Cc1cccc(C)c1NC(=O)c1cccc2c1-c1ccccc1C2=O	i	-36

Exported field by field: three of the compounds above.
CC1(C)Nc2ccccc2C(=O)N1NC(=O)c1ccccc1
  CHT allo act: i; OX1R antagonist: -21
CN1C(=O)c2ccc(S(=O)(=O)c3ccc(C(=O)O)cc3)cc2C1=O
  CHT allo act: i; OX1R antagonist: 20
COc1cnc(-c2ccccc2)nc1Oc1ccc(C(C)(C)C)cc1
  CHT allo act: i; OX1R antagonist: -54

Following part:
SMILES	CHT allo act	OX1R antagonist
Cc1ccc2nc(-c3cccnc3)c(NC3CCCCC3)n2c1	i	-33
O=C(O)C1C2C=CC(C2)C1C(=O)NCc1ccc2c(c1)OCO2 (configuration not stated)	i	-7
Cc1cc(Br)c(NC(=O)Cn2c([N+](=O)[O-])cnc2C)cc1C	i	-20
COc1cccc2sc(N(CCN(C)C)C(=O)c3ccc4c(c3)CCCC4)nc12	i	-16
Cc1ccc(S(=O)(=O)Nc2c(NC3CCCCC3)c3ccccc3oc2=O)cc1	i	-12
O=C(NC(=S)Nc1ccc(Br)cc1F)C1CCCCC1	·	1
COc1ccc(NC(=O)CN(C)C(=O)C2=NN(c3ccccc3)C(=O)CC2)cc1	·	0
Cc1ccc(C(=O)N2CCN(C)CC2)cc1[N+](=O)[O-]	i	-15
CN(C)S(=O)(=O)c1ccc2c(c1)c(=O)c(C(=O)NCCCN1CCCCCC1)cn2C	i	8
Clc1cccc(N=C2NN=C(c3ccc4c(c3)OCCO4)CS2)c1	i	10
COCCN1C(=O)c2ccccc2C(C(=O)N2CCN(c3ccccc3)CC2)C1c1ccc(F)cc1 (configuration not stated)	i	-32
CC1(C)CC2CC(C)(CN2c2ncnc3ccc(Br)cc23)C1 (configuration not stated)	i	-29
COc1ccc2[nH]c(CN3CCN(C(C)C)C(CCO)C3)c(C)c2c1 (configuration not stated)	i	-22
CCOCC(=O)Nc1nnc(C2CCCCC2)s1	i	4
O=C(COC(=O)C1=COCCO1)Nc1ccccc1	i	-13
CCN(C(=O)COC(=O)c1ccco1)c1cccc2ccccc12	·	-9
C=CCn1cc(CN2CCC(C(=O)Nc3cccc(-c4cccc(F)c4)c3)CC2)c(C)n1	i	-4
COc1cccc(/C(C)=N/Nc2ccc(S(=O)(=O)N3CCCCC3)cn2)c1	·	-34
O=C(CSc1nc2ccc(Cl)cc2o1)NCc1ccc2c(c1)OCO2	i	-20
O=C(NC(=S)Nc1ccccn1)c1cccc([N+](=O)[O-])c1	i	-15
Cc1ccc(SCCNS(=O)(=O)c2ccc3c(c2)OCCO3)cc1	i	-23
CN1CCN(CC(=O)N2N=C(c3cccs3)CC2c2ccco2)CC1 (configuration not stated)	i	-1
O=C(c1ccc(COc2c(F)c(F)c(F)c(F)c2F)o1)N1CCOCC1	i	-16
CCCOc1ccc(/C=N/Nc2cc(N3CCOCC3)ncn2)c(O)c1	i	-15
CCS(=O)(=O)N1Cc2ccccc2CC1C(=O)Nc1ccc(C)cc1 (configuration not stated)	i	-24

Profiles, looked up by structure. Order of values: CHT allo act	OX1R antagonist
Entry for `Cc1ccc(C(=O)N2CCN(C)CC2)cc1[N+](=O)[O-]` → i	-15
Entry for `CCCOc1cccc(C2C(C(=O)c3ccco3)=C(O)C(=O)N2CCCn2ccnc2)c1` (configuration not stated) → i	-9
Entry for `CCOC(=O)C1CCN(S(=O)(=O)c2cc(Br)cc3c2N(C(C)=O)C(C)C3)CC1` (configuration not stated) → i	-12

Continuation.
SMILES	CHT allo act	OX1R antagonist
CC1CCN(C(=O)Cn2nnc(-c3ccc([N+](=O)[O-])cc3)n2)CC1	i	-3
NC(=O)CC(NC(=O)Cc1ccc(Cl)cc1)c1ccc(NCCc2ccccc2F)c([N+](=O)[O-])c1 (configuration not stated)	i	0
Oc1cc(NCCN2CCOCC2)cc2cccnc12	·	2
COc1ccc(OC)c(NC(=S)NCCN2CCOCC2)c1	i	3
O=C(NC(=S)NNC(=O)c1ccco1)c1ccc(Br)cc1	i	-12
C[C@H](C(=O)CC(=O)OC(C)(C)C)[C@H](O)c1ccccc1	i	-3
COCCN1CCN(C(=O)C2CCC(=O)N(CCc3cccc(F)c3)C2)CC1 (configuration not stated)	i	-12
Cc1ccc(NC(=O)CSc2nc(NS(=O)(=O)c3ccccc3)cc(=O)[nH]2)cc1	i	-7
CC(=O)Nc1cccc(NS(=O)(=O)c2cccc3nsnc23)c1	i	-6
COc1ccccc1CCC(=O)Nc1cc(S(=O)(=O)N2CCCCC2)ccc1N1CCN(C)CC1	i	-28
Cc1ccc(S(=O)(=O)N2CCCC2)cc1C(=O)NCc1ccccc1CN1CCCC1	·	-9
CCn1c(C(=O)N2CCC(C(=O)NCCCSC3CCCCC3)CC2)cc2sccc21	i	-24
O=C(c1cccc(Cl)c1)N1CCC2(CC1)NCCc1[nH]cnc12	i	-11
NS(=O)(=O)c1ccc(CNC(=O)c2ccccn2)cc1	i	-18
COc1ccccc1N1CCN(C(=O)C2CCN(S(=O)(=O)c3ccc(C)cc3)CC2)CC1	i	-23
CN(C)c1ccc(/C=C(\Cl)c2nc3ccccc3s2)cc1	i	-3
CCc1ccc(NC(=O)CSc2nc3c(c(=O)n(C)c(=O)n3C)n2C)cc1	i	2
C[C@@H]1CC=C[C@@H]2[C@H]1C(=O)N(Cc1ccccc1)[C@H]2c1ccccc1Br	·	-5
Cc1cc(NC(=O)CSc2nc(-c3ccccc3Cl)nc3c2c(=O)n(C)c(=O)n3C)no1	i	-5
O=C(O)CCc1ccc(-c2ccc(Br)cc2)n1-c1ccc(O)cc1	i	·
CCCCC(CC)COC(=O)CCCCC(=O)OCC(CC)CCCC (configuration not stated)	·	10
CN1C(=O)C(C)(C)c2cc(S(=O)(=O)N3CCN(c4ccccc4F)CC3)ccc21	i	-21
c1ccc(-c2cncnc2)nc1	·	-20
O=C(Nc1cc2c3c(c1)CC(=O)N3CCC2)c1ccc(Cl)cc1	i	-20
O=C(O)c1cccc(N2C(=O)CSC2c2ccccc2)c1 (configuration not stated)	i	18
O=C(CNC(=O)c1cccs1)NCC(=O)OCC(=O)c1ccc([N+](=O)[O-])cc1	i	-3

Assay outcomes as filed in PubChem BioAssay.
